# PKA inh: inhibitors of human PKA kinase activity, primary screen, biochemical, ATP-depletion luminescence, Kemptide substrate; inhibition, % at 6 µM; 0.1% of 65,000 active; PKA Kemptide phosphorylation, Kinase-Glo ATP luminescence; cAMP-dependent protein kinase catalytic subunit alpha (Homo sapiens), P17612;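 active = inhibition above the screen-wide mean inhibition plus 3 SD, cut at about 21% in these data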; note: many of its hits are not listed in these tables
# ROCK2 inh: inhibitors of human ROCK2 kinase, primary screen, biochemical, high-throughput, luminescence. Rho-associated protein kinase 2 (Homo sapiens), O75116. purified ROCK2, Kinase-Glo ATP depletion luminescence. inhibition, % at 6 µM. 0.35% of 60,000 active;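 active = inhibition above the screen-wide mean inhibition plus 3 SD, cut at about 18% in these data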;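 note: plate controls were DMSO wells for no effect and Y-27632 control wells after no-enzyme background subtraction for full effect; many of its hits are not listed in these tables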
# Target sequence (O75116 whole entry, looked up): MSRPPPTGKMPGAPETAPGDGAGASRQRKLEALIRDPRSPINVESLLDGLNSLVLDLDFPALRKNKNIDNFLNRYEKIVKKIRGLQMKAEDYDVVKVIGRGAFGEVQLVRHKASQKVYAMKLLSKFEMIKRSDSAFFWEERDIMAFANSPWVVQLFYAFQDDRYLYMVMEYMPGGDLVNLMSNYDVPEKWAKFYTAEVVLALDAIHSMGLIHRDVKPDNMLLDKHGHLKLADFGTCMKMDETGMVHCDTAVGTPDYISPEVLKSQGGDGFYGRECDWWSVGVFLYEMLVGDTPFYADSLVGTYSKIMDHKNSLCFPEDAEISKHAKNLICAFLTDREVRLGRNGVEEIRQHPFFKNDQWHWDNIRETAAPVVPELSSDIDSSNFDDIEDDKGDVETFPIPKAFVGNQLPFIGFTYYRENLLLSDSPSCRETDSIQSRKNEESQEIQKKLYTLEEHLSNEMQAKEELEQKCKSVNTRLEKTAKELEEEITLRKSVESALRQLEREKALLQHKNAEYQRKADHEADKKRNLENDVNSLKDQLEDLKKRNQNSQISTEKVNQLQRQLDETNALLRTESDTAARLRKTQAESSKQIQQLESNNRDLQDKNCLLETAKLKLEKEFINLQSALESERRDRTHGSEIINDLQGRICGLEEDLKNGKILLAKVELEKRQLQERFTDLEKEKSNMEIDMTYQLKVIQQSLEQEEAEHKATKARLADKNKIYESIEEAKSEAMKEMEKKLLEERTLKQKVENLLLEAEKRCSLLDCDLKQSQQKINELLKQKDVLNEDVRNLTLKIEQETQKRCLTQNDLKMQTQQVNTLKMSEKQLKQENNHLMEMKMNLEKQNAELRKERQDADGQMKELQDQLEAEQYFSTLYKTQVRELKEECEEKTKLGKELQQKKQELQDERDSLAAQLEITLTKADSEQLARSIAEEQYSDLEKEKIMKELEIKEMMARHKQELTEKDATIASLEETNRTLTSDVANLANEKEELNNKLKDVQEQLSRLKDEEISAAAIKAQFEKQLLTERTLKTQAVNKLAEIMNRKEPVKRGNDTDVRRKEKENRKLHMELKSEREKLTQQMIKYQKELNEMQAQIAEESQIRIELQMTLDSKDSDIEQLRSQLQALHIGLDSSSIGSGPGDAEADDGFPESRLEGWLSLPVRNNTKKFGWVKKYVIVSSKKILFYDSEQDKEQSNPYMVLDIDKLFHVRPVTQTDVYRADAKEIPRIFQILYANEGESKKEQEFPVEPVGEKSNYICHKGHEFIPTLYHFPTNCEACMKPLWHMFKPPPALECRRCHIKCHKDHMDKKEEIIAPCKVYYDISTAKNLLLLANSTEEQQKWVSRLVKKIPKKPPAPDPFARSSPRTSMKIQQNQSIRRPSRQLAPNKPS
# FXIa mix inh: FXIa protease inhibitors in compound pools, primary screen, biochemical, 10-compound mixtures | AID 680, 2007 | 0.19% of 62,000 active | inhibition, % at 5 µM | purified FXIa, fluorogenic substrate, pooled mixtures | Coagulation factor XI (Homo sapiens), P03951;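 note: each value is inhibition by a whole ten-compound pool holding the compound; 0% = enzyme with no mixture and 100% = wells lacking enzyme; strong numbers were not always called active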
# FXIIa inh mix: human factor XIIa inhibitors, primary screen, biochemical, pooled compound mixtures, fluorogenic substrate | inhibition, % at 5 µM | purified FXIIa | 0.2% of 62,000 active | Coagulation factor XII (Homo sapiens), P00748;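 note: 0% = enzyme without compound and 100% = no enzyme blank; some results filed as inactive read as strong as hits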
# CatL block: inhibitors of human cathepsin L, biochemical; AID 460, 2006; inhibition, %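 (tested at 10 µM)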; purified cathepsin L, fluorogenic substrate, fluorescence; Procathepsin L (Homo sapiens), P07711; 0.17% of 58,000 active; in the data active = inhibition above about 45%;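 note: 0% = enzyme with no compound and 100% = no enzyme blank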
# C1s inh: complement C1s protease inhibitors, primary screen, biochemical, 10-compound mixtures; AID 538, 2006; 0.16% of 62,000 active; purified C1s, fluorogenic AMC substrate, pooled mixtures; mean inhibition % of two 10-compound mixtures (stronger effect = higher value), % at 5 µM (by protocol);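 active = inhibition above 20% in each of the two 10-compound mixture wells holding the compound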;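 note: 0% = enzyme wells lacking compound mixture and 100% = no-enzyme blank wells; some compounds called inactive have numbers as strong as hits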
# Cathepsin G inh: human cathepsin G inhibitors, primary screen, biochemical, pooled compound mixtures, AMC fluorescence; AID 581, 2007; inhibition, % at 5 µM (by protocol); purified enzyme, AMC-tetrapeptide fluorescence; 0.2% of 62,000 active;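 active = inhibition above 20% in each of the two mixture wells holding the compound; inactive = inhibition of 20% or less in either well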;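 note: 0% = enzyme control without mixture and 100% = blank lacking enzyme; strong numbers were not always called active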
# JNK3 blocker: JNK3 kinase activity inhibitors, primary screen, biochemical, human, purified enzyme | 0.61% of 60,000 active | Mitogen-activated protein kinase 10 (Homo sapiens), P53779 | HTS | AID 746, 2007 | inhibition, % at 8 µM; in the data active = inhibition above about 17%;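 note: 0% = DMSO and 100% = reference inhibitor; many of its hits are not listed in these tables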
# CatS inh: inhibitors of human cathepsin S, biochemical, compound mixtures | P25774 | inhibition, %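 (tested at 5 µM per compound within 10-compound mixtures)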 | recombinant cathepsin S, AMC dipeptide fluorescence, pooled mixtures | AID 501, 2006 | 0.06% of 62,000 active; in the data active = inhibition above about 32%, passing the limit was not always enough; inconclusive = no clear call, values can overlap the other calls;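 note: 0% = enzyme without compound and 100% = blank without enzyme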
# Starred values were filed as active, the others as inactive; ? = inconclusive; . = no result given. Cut-off read from the data, not from the text of the source, unless noted: active = inhibition above about 20% (passing the limit was not always enough); inactive = the rest.
SMILES,PKA inh,ROCK2 inh,FXIa mix inh,FXIIa inh mix,CatL block,C1s inh,Cathepsin G inh,JNK3 blocker,CatS inh
CCOC(=O)c1c(C)[nH]c(C(=O)Nc2ccc3c(c2)OCO3)c1C,4,0,18,-43,.,9,10,7,1
CN(C)c1nc2c(c(=O)n(C)c(=O)n2C)n1Cc1ccccc1,1,1,5,1,-3,4,11,0,5
CCCCn1c(N(CCOC(C)=O)C(C)=O)nc2ccccc21,8,3,-22,2,-8,31,9,-3,-8
COC(=O)C1=C(C)C(c2ccc(OC)cc2OC)NC(=O)N1 (centres undefined),1,10,8,2,7,16,11,-1,-13
CC1CCN(C(=O)CCCOc2cc(=O)n(C)c3ccccc23)CC1,10,10,1,1,20,5,0,3,3
CN1CCN(c2ccc(NC(=O)c3cccc(OCc4ccccc4)c3)cc2)CC1,8,7,3,11,.,8,9,-5,-14
CC(=O)c1cccc(NC(=O)C2CC(=O)N(c3cccc(C)c3C)C2)c1 (centres undefined),.,.,30,1,.,15,51,.,-7
COc1ccc(S(=O)(=O)NCC(=O)N(CC(=O)NCC2CCCO2)c2ccccc2C)cc1 (centres undefined),6,0,8,3,3,9,5,1,13
CCOC(=O)N1CCC(N2C(=O)c3ccc(C(=O)NCc4ccco4)cc3C2=O)CC1,4,3,-3,6,-4,-2,6,3,-7
O=C(CSc1nnc(COc2cccc3cccnc23)o1)N1CCc2ccccc21,6,7,3,-13,24,3,8,4,4
O=C(Nc1sccc1C(=O)N1CCOCC1)c1cccnc1,5,6,6,4,5,-1,7,0,0
Cc1nn(C)c(C)c1S(=O)(=O)N1CCCC(C(=O)N2CCN(c3ccccc3)CC2)C1 (centres undefined),-11,-5,7,4,-8,1,2,2,0
COc1ccc(-n2nc3c(c2NC(=O)c2c(-c4ccccc4Cl)noc2C)CS(=O)(=O)C3)cc1,4,.,11,6,9,11,9,.,7
C=CCNC(=O)c1ccc(Cl)cc1Cl,7,5,25*,-21,22,14,14,2,17
O=C(O)c1ccc(S(=O)(=O)c2ccccc2)cc1,13,6,-4,2,1,-39,4,-1,-8
Cc1nc2ccccc2c2oc(C(=O)NCCCN3CCCC3=O)cc12,4,0,-9,3,7,-20,-30,-3,17
O=C(CCCn1c(SCC(=O)c2ccc(Cl)cc2)nc2ccccc2c1=O)NCc1ccco1,1,.,5,5,-7,-9,18,.,-3
CCn1nnnc1SCC(=O)N(C1CCCCC1)C1CCCCC1,4,5,4,-36,15,11,9,-8,13
CC(C)CN1C(=O)NC(NC(=O)c2cccs2)(C(F)(F)F)C1=O (centres undefined),2,2,-2,7,8,-10,-7,-3,?
CN(C)S(=O)(=O)Nc1ccc(Br)cc1F,-5,0,-7,8,-1,-14,5,2,2
COc1ccc(/C=N\n2nnc3ccccc32)cc1,-1,0,3,0,8,-6,-6,4,-1
Fc1ccccc1C(c1nnnn1Cc1ccc2c(c1)OCO2)N1CCN(Cc2ccccc2)CC1 (centres undefined),-2,0,-20,5,2,-64,-24,4,-19
CC(NC(=O)c1ccco1)c1ccc2c(c1)OCCO2 (centres undefined),14,8,5,1,6,5,13,-13,13
Cc1ccc(NC2=NC(c3ccc(C)cc3)n3c(nc(C)cc3=O)N2)cc1 (centres undefined),5,2,1,-5,20,-20,-4,11,22
O=C(Nc1ccc2c(c1)OCO2)c1cnn2c(C(F)(F)F)cc(-c3ccco3)nc12,-12,-5,10,2,.,-1,-4,-7,-7
Cc1[nH]c2ccccc2c1C(=O)CN1CCCCC1C (centres undefined),0,-1,-18,2,-3,-51,-21,2,-21
CN(C)c1nc2sc3c(c2c(=O)n1C)CC(C)(C)OC3,6,7,.,.,-5,.,.,-2,.
CCOc1ccc(NCc2nnc(SCC(=O)Nc3cc(C)on3)n2-c2ccccc2OC)cc1,-13,2,8,-3,0,2,2,3,8
N#CC1=C(SCc2ccccc2Cl)NC(=O)C(C(N)=O)C1 (centres undefined),6,1,16,1,19,0,2,0,10
Cc1ccc2oc(=O)c3cnn(CC(=O)NCCN4CCOCC4)c3c2c1,8,3,-2,1,2,-2,0,0,0
CCn1c(SCC(=O)N2CCCc3ccccc32)nc2c(c1=O)SC(C)C2 (centres undefined),1,-7,1,10,3,-32,-10,-3,-4
Cc1cc2c(c(=O)o1)C(CC(C)C)C(C#N)=C(N)O2 (centres undefined),5,8,.,.,23,.,.,1,.
Cc1ccc(/C(O)=C2\C(=O)C(=O)N(CC(C)O)C2c2cccc(F)c2)cc1 (centres undefined),1,-10,-2,6,30,-2,-2,-1,2
CCCCCC(=O)Nc1ccc(N2CCN(C(=O)c3ccccc3)CC2)cc1,11,7,9,4,-5,3,3,3,0
CC(C)c1ccccc1N=C1SCCN1C1CCS(=O)(=O)C1 (centres undefined),7,8,-4,-2,17,-8,-13,11,-3
FC(F)(F)c1cc(-c2ccc3c(c2)OCO3)nc(NCc2ccco2)n1,-3,.,10,6,-9,-2,0,.,2
Cc1ccc(-n2nnc3c(=O)n(CC(=O)NCC4CCCO4)cnc32)cc1 (centres undefined),8,7,2,5,-3,0,9,-3,0
Cc1cc(C(=O)CSc2nnc(NCc3ccccc3)s2)c(C)n1C,-4,-4,2,3,23,9,-2,-4,2
Cc1cc(Cl)ccc1OCC(=O)Nn1c(C)ccc1C,6,5,-2,-1,10,1,12,8,-8
Cn1c(NCCCN2CCOCC2)nc2c1c(=O)n(Cc1ccc(Cl)cc1Cl)c(=O)n2C,1,-3,13,6,19,-51,-4,-16,9

# Filtered by structure: the compounds so far containing a cyano group (two)
SMILES,PKA inh,ROCK2 inh,FXIa mix inh,FXIIa inh mix,CatL block,C1s inh,Cathepsin G inh,JNK3 blocker,CatS inh
N#CC1=C(SCc2ccccc2Cl)NC(=O)C(C(N)=O)C1 (centres undefined),6,1,16,1,19,0,2,0,10
Cc1cc2c(c(=O)o1)C(CC(C)C)C(C#N)=C(N)O2 (centres undefined),5,8,.,.,23,.,.,1,.

# New compounds follow
SMILES,PKA inh,ROCK2 inh,FXIa mix inh,FXIIa inh mix,CatL block,C1s inh,Cathepsin G inh,JNK3 blocker,CatS inh
COc1ccc2nc(NC(=O)CN3CCN(C)CC3)sc2c1,-1,-2,5,1,-4,11,14,-8,1
CCCc1ccc(OCCNC(=O)CC)cc1,3,6,-24,9,30,-22,-25,-4,-26
CCOC(=O)c1c(NC(C)=O)no[n+]1[O-],6,.,2,3,.,3,7,.,-4
CC(C)N=C(NC#N)SCC(=O)NC(C)(C)C,8,3,3,6,0,1,-3,5,-7
CCOC(=O)Cc1cn2c(=O)cc(CSCC(=O)Nc3ccc(C)c(C)c3)nc2s1,9,9,8,-1,-9,-11,7,-9,-4
NC(=O)c1nsnc1-c1ccccc1O,4,4,-31,3,13,-85,-34,2,-17
COc1ccc(C(=O)Nc2ccc(Cl)c(Cl)c2)c(OC)n1,10,6,2,-3,-4,1,10,-10,8
CC1CCN(S(=O)(=O)c2ccc(S(=O)(=O)NCC(=O)C(C)(C)C)cc2)CC1,3,-4,2,-1,5,-2,-2,-7,12
CSc1nc(N)nc(SCC(=O)CC(=O)OC(C)C)c1C#N,6,6,1,-17,1,4,5,5,-6
Cn1c(=O)n(CCc2ccccc2)c(=O)c2c1ncn2Cc1ccccc1,3,7,.,.,37,.,.,3,.
COc1cc(C(=O)Nc2ccc(-n3cnnn3)c(C)c2)cc(OC)c1OC,-6,2,-9,-1,3,-11,4,0,12
COc1cccc(OC)c1OCCN1CCN(C(=O)c2ccco2)CC1,4,9,0,12,-8,-2,5,6,53
Cn1cccc1C(=O)OCc1cc(Cl)cc2c1OCOC2,15,2,0,2,.,13,9,5,-6
FC(F)(F)c1cnc(Nc2ccc(N3CCOCC3)cc2)c(Cl)c1,10,4,6,6,19,19,13,2,8
CCOc1ccc(S(=O)(=O)Nc2ccccc2C(=O)NCC2CCCO2)cc1 (centres undefined),9,5,0,-15,7,2,6,2,-4
CS(=O)(=O)c1ncc(Cl)c(C(=O)Nc2ccc(N3CCOCC3)cc2)n1,11,7,4,2,-8,8,-2,3,-7
NC(=O)CNC(=O)C1CCCc2c1[nH]c1ccc(Cl)cc21 (centres undefined),7,-3,1,2,26,-8,0,0,15
O=C(O)CC1=C(O)C(=O)N(c2ccccc2)C1c1ccccc1 (centres undefined),3,3,2,7,2,8,9,0,0
Cc1nn(C)c(C)c1NC(=O)c1ccnn1C,2,-1,7,1,9,21*,15,3,-2
COC(=O)[C@H](CC(C)C)NC(=O)Nc1ccc2c(c1)OCCO2,4,3,8,2,2,13,11,10,0
O=C(O)c1ccnc(C(=O)O)c1,4,6,.,.,0,.,.,-2,.
O=C(NCCc1ccccc1)c1c(O)c2cccc3c2n(c1=O)CC3,10,3,16,-20,-3,-12,1,-4,11
COc1ccccc1-c1c(C)oc2c(CN3CCN(CCO)CC3)c(O)ccc2c1=O,3,5,0,-18,-13,-61,-9,-2,-12
CC(C)(C)c1ccc(-c2nc(C#N)c(NCc3ccncc3)o2)cc1,5,1,1,4,4,3,0,0,11
Cc1onc(-c2ccccc2Cl)c1C(=O)NCCN1CCOCC1,1,.,4,1,2,-7,3,.,0
COc1ccc(C2C(C(=O)N3CCCCC3)CCC(=O)N2c2cc(OC)c(OC)c(OC)c2)cc1 (centres undefined),-5,.,2,-17,17,-21,-3,.,14
O=C(Nc1ccc2c(c1)OCO2)C1CCCN1C(=O)Nc1ccccc1F (centres undefined),6,.,4,-21,4,14,-7,.,-8
COCc1nnc(NS(=O)(=O)c2ccc(C)cc2)s1,3,1,6,3,-8,12,11,6,-7
Cc1cc(C)n2cc(CSc3nnc(-c4ccccc4)o3)nc2n1,8,8,6,15,3,2,1,-5,3
Cc1ccc(-n2nnc3c(SCC(=O)NCc4ccco4)ncnc32)cc1,6,.,-28,3,-5,-87,-15,.,-21
CC(O)CNc1nc2c(c(=O)n(C)c(=O)n2C)n1Cc1cccc(C(F)(F)F)c1 (centres undefined),1,0,.,.,-5,.,.,-4,.
CCCCC(CCC(=O)O)(C(=O)OCC)c1csc(N)n1 (centres undefined),-2,4,8,23,4,-44,1,-5,9
CCOC(=O)c1cc(C)n(Cc2cccc(OC)c2OC)c1C,4,-4,.,.,8,.,.,0,.
COc1ccc(Cl)cc1NC(=O)c1c(-c2ccccc2)noc1C,12,8,7,3,-1,11,6,6,-5
Cc1ccc(N2C(=O)[C@@H]3[C@H](C2=O)C2c4ccccc4C=CN2[C@@H]3C(=O)c2ccco2)c(C)c1 (some centres undefined),10,5,5,6,-2,13,10,-1,17
Cc1nc(SCc2ccccc2C)n[nH]1,-3,-8,9,4,-18,2,0,-3,-4
Cc1c(NC2=NC3(CCCCC3)Cc3ccccc32)c(=O)n(-c2ccccc2)n1C,9,5,3,2,2,7,12,0,10
O=C1c2cccc3cccc(c23)C(=O)N1c1cccnc1,-3,0,2,3,-10,9,10,6,-6
CCCCN1CC(C(=O)NC2CCCCC2)CC1=O (centres undefined),12,5,-8,7,16,-23,-2,-3,-11
CCOC(=O)c1cnc2nc(COc3ccccc3)[nH]n2c1=O,-1,7,4,7,-3,0,0,4,-4
CCOc1cc(C)c(S(=O)(=O)NC2CCCCC2)cc1C,9,1,5,0,2,9,8,-3,3
COc1ccccc1NC(=O)C1CCCCC1,0,-3,7,-3,7,1,0,5,16

# Rows were taken by chance, and some 1.5% of all compounds hit somewhere here.
